BB579 growth dn: growth inhibitors of yeast BB579 in restrictive medium, primary screen, yeast lifespan-shortening project, S. cerevisiae. OD615, 48 h. inhibition, % at 10 µM. 140,000 compounds, 0.51% hits. AID 804, 2007;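 active = inhibition above a set limit, 3 SD over the mean compound inhibition, cut at about 44% in these data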; also: inactives centre near -24
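Test system: DeaD yeast strain BB579 / Buffer or medium: restrictive glucose-based CSMM-D medium / Doses: single 10 µM dose / Schedule: 4 h cell preincubation, 48 h compound exposure, 30 °C humidified / Technique: culture absorbance at 615 nm / Controls: amphotericin B positive control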
bCat KO growth: primary screen for growth suppressors in beta-catenin knockout HCT116 cells (colon tumor, human). HCT116 beta-catenin knockout viability, CellTiter-Glo, 60 h; hits give low values. viability, % at 10 µM. 140,000 compounds, 1.5% hits;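 active = viability at or under a set limit, the compound median less 4 SD, cut at about 6% in these data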;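 also: 0% = Hyamine 1622 control at 20 µM and 100% = untreated cell control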
Phagocyt inh: inhibitors of macrophage phagocytosis, primary screen, imaging, J774A.1 cells, IgG beads; J774A.1 macrophage IgG-bead phagocytosis; inhibition, % at 5 µM; 110,000 compounds, 0.07% hits; AID 1029, 2008;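 active = inhibition above the mean of the plate negative controls plus 5 SD, cut at about 13% in these data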;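 also: phagocytic index as fraction of beads internalized from green versus red external bead signal; plate controls were DMSO negative control for no effect and cytochalasin-D positive control for full effect; some results beyond the cut were filed as inactive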
Yeast lifespan up: compounds extending yeast replicative lifespan, primary screen, S. cerevisiae, OD615; S. cerevisiae growth with nicotinamide; deaD strain in restrictive glucose medium; inhibition of the nicotinamide effect, % at 10 µM; 130,000 compounds, 0.68% hits; AID 775, 2007;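 active = inhibition above a set limit, placed 3 SD over the median of all compounds, cut at about 26% in these data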;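 also: 0% = nicotinamide-treated wells and 100% = cells grown without nicotinamide; some compounds called inactive have numbers as strong as hits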
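System: Modified budding yeast, DeaD strain | Buffer or medium: Restrictive glucose medium | Also added: 1.5 mM nicotinamide | Doses: 10 µM single point, 0.25% DMSO | Schedule: 48 h compound exposure at 30 °C, humidified | Detection: Absorbance at 615 nm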
Measles CPE: compounds protecting cells from measles virus cytopathic effect, primary screen, measles RdRp inhibitor project, single point, MLSMR library, absorbance; 140,000 compounds, 1.5% hits; Measles virus-infected cells, CPE protection; protection (pct of control), % at 4 µM; in the data active = protection mostly above about 24%, no sharp cut-off; inactive = mostly below about 26%; also: some compounds called inactive have numbers as strong as hits
HCT116 PTEN-null: growth suppression of PTEN-null HCT116, primary screen, cell-based, CellTiter-Glo. HCT116 PTEN-null viability, 60 h; hits give low values. viability, % at 10 µM. AID 827, 2007. 140,000 compounds, 1.2% hits;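 active = viability at or below a set limit, 4 SD under the median of all tested compounds, cut at about 3.7% in these data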;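 also: PTEN knockout HCT116 line with beta catenin targeted HCT116 as companion control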
E-sel TNF inh: E-selectin induction blockers in HUVEC – imaging, immunofluorescence, high content, primary screen. 120,000 compounds, 0.71% hits. inhibition, % at 2 µM. HUVEC TNFa-induced E-selectin immunofluorescence;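 active = inhibition above the batch mean plus 3 SD, and confirmed as a hit on visual image review, cut at about 43% in these data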;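 also: 0% = TNF-stimulated DMSO wells and 100% = unstimulated control wells; not every result past the cut was called active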
MRP-1 activ: H69AR viability gain despite doxorubicin, primary screen, MRP-1 activator project, H69AR cells, CellTiter-Glo; viability rescue; viability increase, % at 10 µM; 140,000 compounds, 0.61% hits;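 active = viability gain under doxorubicin at or above a set limit, the compound median plus 3 SD, cut at about 4.7% in these data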;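 also: MRP-1 overexpressing cells given doxorubicin 25 µM after compound pretreatment; 18-22 h compound pretreatment then 72 h with doxorubicin before readout; 0% = doxorubicin-only wells and 100% = vehicle-treated cells without doxorubicin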
GALR2 blocker: GALR2 antagonists in receptor-expressing cells, primary screen; antagonist mode; 140,000 compounds, 0.39% hits; Galanin receptor type 2 (Homo sapiens), O43603; inhibition, % at 4 µM; in the data active = inhibition above about 27%;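 also: cells stimulated with galanin 1-16 at roughly its EC80; 0% = agonist challenge control and 100% = basal control without agonist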
Target sequence (O43603 whole entry, looked up): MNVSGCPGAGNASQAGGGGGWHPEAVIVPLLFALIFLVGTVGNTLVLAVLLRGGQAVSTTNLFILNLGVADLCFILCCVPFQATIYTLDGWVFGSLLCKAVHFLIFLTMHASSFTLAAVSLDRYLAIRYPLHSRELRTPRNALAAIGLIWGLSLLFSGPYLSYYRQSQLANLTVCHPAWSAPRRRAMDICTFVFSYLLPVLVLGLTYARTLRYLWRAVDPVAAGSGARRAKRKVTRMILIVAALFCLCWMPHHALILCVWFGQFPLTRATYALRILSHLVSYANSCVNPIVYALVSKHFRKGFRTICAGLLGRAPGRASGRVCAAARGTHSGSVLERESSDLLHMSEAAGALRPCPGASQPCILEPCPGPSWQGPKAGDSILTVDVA
NPY-Y2 antag: NPY-Y2 receptor antagonists, primary screen, cell-based; AID 793, 2007; inhibition, % at 2.7 µM; NPY-Y2 expressing cells, antagonist mode; 140,000 compounds, 0.99% hits; in the data active = inhibition above about 17%;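 also: 0% = vehicle with agonist challenge and 100% = reference antagonist with challenge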
Target sequence (P49146 whole entry, looked up): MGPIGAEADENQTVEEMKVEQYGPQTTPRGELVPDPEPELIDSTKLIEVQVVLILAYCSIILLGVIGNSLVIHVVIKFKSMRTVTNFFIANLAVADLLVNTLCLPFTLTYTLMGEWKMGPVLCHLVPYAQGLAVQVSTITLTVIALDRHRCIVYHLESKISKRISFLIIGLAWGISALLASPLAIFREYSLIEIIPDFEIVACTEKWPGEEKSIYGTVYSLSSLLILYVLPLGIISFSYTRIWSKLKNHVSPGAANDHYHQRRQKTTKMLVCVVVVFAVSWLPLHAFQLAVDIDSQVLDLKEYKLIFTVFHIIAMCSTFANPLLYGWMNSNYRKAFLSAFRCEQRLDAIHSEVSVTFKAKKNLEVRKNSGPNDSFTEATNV
Starred values were filed as active, the others as inactive; x = not tested or not shown.

SMILES	BB579 growth dn	bCat KO growth	Phagocyt inh	Yeast lifespan up	Measles CPE	HCT116 PTEN-null	E-sel TNF inh	MRP-1 activ	GALR2 blocker	NPY-Y2 antag
CC1CC2(CCCCC2)Nc2c1ccc1ccccc21 (stereo not given)	-49	87	x	x	8	81	7	-4.1	-13	2
CCOC(=O)C(Cc1ccccc1)NC(=O)CCc1c(C)nc2ncnn2c1C (stereo not given)	-14	92	x	1	8	103	8	-1.9	8	-1
N#Cc1ccccc1CSc1nc(O)cc(=O)[nH]1	-24	91	-3	1	26	94	18	-0.4	7	1
O=C(NC1CCCc2ccccc21)c1ccc(CNc2c(N3CCOCC3)c(=O)c2=O)cc1 (stereo not given)	-33	86	x	1	19	85	x	-3.8	-10	2
Cc1nn(Cc2ccccc2Cl)c(C)c1NC(=O)c1noc2c1CCCCC2	-37	78	-4	-19	8	78	x	4.1	9	2
COC(=O)c1ccc(OCCOCCOc2cccc3ccc(C)nc23)cc1	-11	70	-3	0	3	77	0	-3.8	5	3
COCCCN1C(=O)C(O)=C(C(=O)c2ccco2)C1c1ccccc1 (stereo not given)	-22	94	-1	-15	2	96	x	-2.9	16	2
CC(=O)Nn1cc2c(=O)n(C)c(=O)n(C)c2c1	-2	112	-1	-11	3	96	2	-0.5	-12	2
COC(=O)c1ccccc1NC(=O)N1CCCC1	-11	106	0	-18	3	109	27	0.3	-3	2
Cc1cc(C)c2[nH]c(=O)c(CN(Cc3ccco3)C(=S)NCC3CCCO3)cc2c1 (stereo not given)	-23	93	-3	4	5	86	x	-0.7	4	3
S=C(c1ccc(-c2ccccc2Cl)o1)N1CCCCC1	21	98	-14	-10	6	107	-13	5.3*	-6	9
CN(C)c1ccc(N=Cc2nc(-c3ccccc3)oc2O)cc1	-22	112	x	-20	1	98	13	-1.1	5	12
Cc1cccc(NC(=O)CSc2ncnc3nc[nH]c23)c1C	-1	87	2	-16	5	90	-45	-3.8	0	1
NNC(=O)CN1C(=O)Nc2ccc(Br)cc2C1c1ccccc1 (stereo not given)	-9	89	x	x	9	97	30	-2.3	4	0
Cc1ccc2nc(N3CCN(Cc4nnnn4C4CCCC4)CC3)c(C#N)cc2c1	-39	92	x	x	17	94	5	-4.3	11	3
CCOC(=O)C(=CNc1ccc2c(c1)nnn2-c1ccc(Cl)cc1)C(=O)OCC	-49	100	-7	5	7	81	x	-4.3	3	11
Cc1cccc(C(=O)NCCN(C)C)c1	-25	88	0	-3	7	89	-20	-0.8	8	1
O=C(NCc1ccc(F)cc1)C(c1ccncc1)N(C(=O)c1csnn1)C1CC1 (stereo not given)	-24	97	x	-4	4	99	-2	-3.1	5	1
Cc1ccc(CNC(=O)C2c3ccccc3C(=O)N3CCc4ccccc4C23)o1 (stereo not given)	-6	103	-1	-6	7	95	-32	-5.3	9	4
O=C(COc1ncnc2ccc(Br)cc12)Nc1ccc(N2CCOCC2)cc1	-39	85	-1	-5	6	101	18	-3.0	-2	1
CCOC(=O)c1oc2c(CN3CCCCC3C)c(O)ccc2c(=O)c1-c1ccc(OC)c(OC)c1 (stereo not given)	-6	87	0	-7	10	94	-13	-3.0	0	2
COc1ccc(S(=O)(=O)n2nc(-c3ccc(Cl)cc3)cc2N)cc1OC	17	27	-1	-9	5	36	x	0.2	-7	1
CCc1ccc(-c2cc(C(=O)N3N=C(C(F)F)CC3(O)C(F)F)c3ccccc3n2)cc1 (stereo not given)	-22	7	2	-15	x	3.5*	-12	-3.2	-6	-4
COc1ccc(-c2nnn(CC(=O)NCCc3c[nH]c4ccccc34)n2)cc1OC	1	73	x	3	7	65	-11	-1.8	7	4
Cc1cccc[n+]1CC(=O)Nc1ccc([N+](=O)[O-])cc1Cl	-73	99	x	20	6	96	8	-0.7	-2	2
COc1ccc(CC(=O)Oc2cc(C)[nH]c(=O)c2[N+](=O)[O-])cc1	-29	96	-3	2	36	92	x	0.6	4	5
COC(=O)c1sc(S(=O)(=O)Nc2ccc(C)c(C)c2)c(C(=O)OC)c1C	-37	80	-11	15	4	79	4	0.0	-8	2
COc1ccc(S(=O)(=O)N2CCN(c3ccc(C)cc3C)CC2)cc1OC	-35	21	0	-2	5	35	x	2.0	7	7
O=C(N/N=C/c1cccc([N+](=O)[O-])c1)c1ccc2c(c1)OCCO2	-11	66	-4	-29	1	80	26	-2.8	0	5
CCCCSc1nnc2nc(C)cc(C)n12	-4	112	1	-13	10	94	-6	-1.1	4	-2
C=C(C)c1nc(N)nc(N)n1	-16	61	0	-2	12	67	7	-5.1	-3	0
CCOC(=O)N1CCN(C(=O)c2ccc3c(c2)NC(=O)C(N2CCOCC2)S3)CC1 (stereo not given)	-12	88	-2	-24	6	89	x	-2.4	5	0
Cn1c(N)c(C(=O)CCl)c(=O)n(Cc2ccccc2)c1=O	-24	36	x	16	5	36	8	-4.5	12	2
C=C(C)c1cccc(C(C)(C)NC(=O)N2CCC(C)CC2)c1	-44	95	0	-9	5	98	14	1.5	-3	5
Cc1cc(-c2ccccc2)nc(N2CCN(c3ccccn3)CC2)n1	-54	73	-2	-23	3	64	x	-3.1	0	-1
CN1/C(=C\C(=O)C(F)F)C(C)(C)c2ccccc21	-46	94	0	-3	13	92	-1	1.6	4	3
CCn1cc(C(=O)NC(=S)Nc2cccc(O)c2)cn1	-47	87	0	-4	7	83	-24	-1.9	6	3
CCOC(=O)c1sc2nc3c(cc2c1N)COC(C)(C)C3	-26	91	x	-9	6	98	6	-2.2	14	-1
CCc1ccc(C(=O)NCc2ccc(Cl)cc2)cc1	-19	90	x	2	13	97	x	0.7	14	6
CNc1nc2ccccc2n1N	10	91	-2	2	8	92	5	-0.6	-6	1
O=C1CCC(/C=C/c2ccccc2)=NN1Cc1ccccc1Cl	-81	102	0	-6	16	88	x	-0.8	-3	2
COc1cc(/C=N/NC(=O)c2csc3c2CCCC3)cc(OC)c1O	-5	90	-4	2	7	85	x	0.6	14	0
CCNC(=S)NNC(=O)c1c(Cl)c(C)nn1C	-17	92	1	4	5	100	x	-1.2	4	2
Cc1ccc(N(CC(=O)N2CCOCC2)S(C)(=O)=O)cc1C	-52	95	0	-9	15	108	-22	-0.9	-9	-2
COCCNC(=S)N/N=C(\C)c1cc2ccccc2o1	-47	94	3	-9	5	100	-28	-0.5	-3	7
C[C@H](NS(=O)(=O)c1ccccc1)C(=O)OCC(=O)NC(=O)Nc1ccc2c(c1)OCCO2	-31	96	4	-3	6	102	-20	-1.7	-4	1
CCOC(=O)c1sc(=S)n(-c2cc(F)ccc2F)c1N	45*	91	x	-10	2	86	-8	-2.9	1	-3
O=C(Nc1cccc(C(F)(F)F)c1)c1ccc2nc(-c3ccco3)c(-c3ccco3)nc2c1	-17	102	x	-7	6	98	-4	-1.6	6	2

2 entries from above in another layout.
canonical_smiles | BB579 growth dn | bCat KO growth | Phagocyt inh | Yeast lifespan up | Measles CPE | HCT116 PTEN-null | E-sel TNF inh | MRP-1 activ | GALR2 blocker | NPY-Y2 antag
CCOC(=O)c1sc2nc3c(cc2c1N)COC(C)(C)C3 | -26 | 91 | x | -9 | 6 | 98 | 6 | -2.2 | 14 | -1
CCc1ccc(C(=O)NCc2ccc(Cl)cc2)cc1 | -19 | 90 | x | 2 | 13 | 97 | x | 0.7 | 14 | 6

(continued)
SMILES	BB579 growth dn	bCat KO growth	Phagocyt inh	Yeast lifespan up	Measles CPE	HCT116 PTEN-null	E-sel TNF inh	MRP-1 activ	GALR2 blocker	NPY-Y2 antag
CCC(CC)C(=O)NCCc1cc2cc(C)c(C)cc2[nH]c1=O	-47	96	0	0	6	95	-20	-1.2	5	10
O=C(Cn1c(SCC(=O)NC2CCCC2)nnc1-c1ccncc1)Nc1ccc2c(c1)OCO2	-11	94	x	-9	4	90	10	-2.2	8	2
CCc1n[nH]c(=S)n1/N=C/c1cc(Br)c(OC)cc1OC	-50	93	-4	-1	12	90	x	-4.6	-7	21*
CCOc1ccc(S(=O)(=O)NCCSCc2ccco2)cc1	-12	85	x	-5	5	94	-3	-2.7	-1	11
Cc1cc(C(=O)NCc2ccccc2)c(=O)[nH]c1C	-46	94	-1	-3	8	92	x	0.5	-7	1
CC1CCN(c2c(NCC3CCC(C(=O)N4CCc5ccccc5C4)CC3)c(=O)c2=O)CC1 (stereo not given)	-41	67	0	-7	6	79	-26	-1.5	-4	0
COC(=O)C1=C(C)N(CCC2=CCCCC2)C(=O)C1	-7	83	4	-9	6	91	-6	0.0	1	1
CCOC(=O)c1sc(NC(=O)CSc2nc(C)cc(-c3ccccc3)n2)c(C#N)c1C	3	96	0	20	9	96	-32	-1.0	-5	1
Cc1ccc2oc(=O)c3cc(C(=O)NCCCN4CCc5ccccc5C4)sc3c2c1	-3	82	x	6	8	98	16	-3.5	3	1
CCOC(=O)c1[nH]c(C)c(C(=O)C(C)C)c1C	-23	111	0	-12	5	101	1	-0.1	-13	2
CCOc1ccc(C2CC(=O)NC3=C2C(=O)CCC3)cc1Cl (stereo not given)	-49	75	1	-10	2	86	6	-0.8	0	2
COc1ccc(N2CCN(S(=O)(=O)c3cccc(C(F)(F)F)c3)CC2)cc1	-60	100	x	-5	18	99	7	-0.4	6	0
Cc1ccc(NC(=O)Nc2nc(-c3ccc(C)s3)cs2)cc1	-17	76	x	87*	4	73	3	2.1	-4	3
COC(=O)c1ccc2c(=O)n(CC3CCCO3)c(SCC(=O)Nc3ccccc3Cl)nc2c1 (stereo not given)	-74	2.5*	-1	4	4	2.2*	3	-2.9	8	1
COCCCNC(=O)CCCn1c(=O)[nH]c2ccccc2c1=O	11	92	-1	-9	6	87	-6	-2.1	-8	0
CCc1ccc(CNCCSc2nnnn2C)cc1	-24	91	1	-2	3	93	2	-2.9	4	10
O=C(CN1CCN(c2nc(-c3ccccc3)cs2)CC1)NCc1ccc2c(c1)OCO2	-53	96	-1	-13	11	94	x	0.6	-11	14
Cc1cc(C)cc(OCC(=O)NCc2nc(-c3ccccc3)no2)c1	-52	82	23*	-21	6	78	2	-3.1	5	15
Cc1ccc2nc(NCc3ccco3)c(C=NCc3ccco3)c(=O)n2c1	-16	89	0	-9	3	x	x	-0.9	-3	4
CCn1c(O)c(N=NC(=O)Cn2ccc(C(F)(F)F)n2)c2ccccc21	3	96	1	-4	11	98	27	-2.4	4	4
CCOC(=O)c1cccc(-n2c(C)nc3ccccc3c2=O)c1	-18	99	-2	-7	11	94	x	-3.6	-7	1

From PubChem BioAssay
